# Screening results deposited in PubChem by National Center for Advancing Translational Sciences (NCATS).
# IkB signaling = inhibitors of IkB signaling in ABC-DLBCL cells. AID 445. 110,000 compounds, 0.04% hits. ABC-DLBCL IkBa-CBG/CBR dual luciferase ratio, 4 h; response scale: scaled: untreated 0%, proteasome inhibitor 100%. Potency, µM (top dose mostly 57.1 µM), for the others: at the highest dose IkBa stabilization activation; active = well fitted curve in the direction sought with a large enough effect in the signal ratio, not every such curve was filed as active; inconclusive = small, poorly fitted or top-dose-only effect, or a change in a side signal; the % refers to the signal ratio;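 also: the direction sought is a rising ratio; 0% = basal untreated cells and 100% = reference inhibitor full response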
#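 Luminescence ratio of IκBα-fused green versus native red beetle luciferase in OCI-Ly3 cells, 4 h post-doxycycline with compound; red signal alone, scaled from basal (0%) to zero light (-100%), flagged nonspecific or cytotoxic effects.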
# Peg3 imprint = genomic imprint erasure induction | Potency, µM (series often up to 60.7 µM), inactives show at the top dose activity change, positive = activation, usual class: activators | 110,000 compounds, 0.02% hits | AID 1948 | mouse ES Peg3-LacZ reporter, beta-gal luminescence, 40 h;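 also: 0% = negative control wells on the plate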
#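 Gelatin-coated wells received 300 freshly trypsinized female ES cells with a Peg3LacZ-Neo reporter on the maternal allele, then incubated 40 hours at 37C. BetaGlo was added for 5 minutes at room temperature before a single luminescence read.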
# p53ts 39C tox = cytotoxicity in p53ts cells at nonpermissive temperature; H1299-p53A138V viability at 39C, ATP luminescence, 24 h; Potency, µM (doses to about 46.1 µM), without a hit: top-dose activity change, negative = cell killing, actives largely listed as cytotoxic; 130,000 compounds, 1.5% hits; AID 902; also: nearly all actives have a fitted effect of over 55% in size
# p53ts 32C tox = kills p53ts cells at the permissive temperature | Potency, µM (doses to about 46.1 µM), without a hit: at the highest dose activity change, negative = cytotoxicity, most hits filed as cytotoxic | H1299-p53A138V at 32C, ATP luminescence viability, 24 h | AID 924 | 130,000 compounds, 0.93% hits;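 also: 0% = DMSO and -100% = full killing by reference compound; nearly all actives have a fitted effect of over 55% in size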
#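 ATP-content luminescence (ATPlite) read-out after 24 h compound exposure at 32C in H1299-p53A138V cells (600/well). Tested up to 46 uM. Normalized to DMSO (0%) and 100 uM tamoxifen (100% killing); Hill-fit AC50.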
# Numbers without * were called inactive; u = inconclusive; x = not tested or not shown; [ ] = another dose, or the depositor's remark. Unless noted, calls follow the shape of the dose curve; as a rule, active = well fitted curve in the direction sought with a large enough effect; inconclusive = small, poorly fitted or top-dose-only effect, or another doubt; inactive = no such curve, though single readings can be large; an effect the other way counts as inactive or inconclusive. Unless noted, % is scaled to controls: 0 for no effect and ±100 for the full control effect; potency is read from the fitted curve at half-maximal effect. Compounds as they come; about 1.8% have a hit in one of these screens.
SMILES,IkB signaling,Peg3 imprint,p53ts 39C tox,p53ts 32C tox
O=c1c(-c2ccc(F)cc2)nc2cnc(N3CCOCC3)nc2n1C1CC1,-0.1%[11.4 µM],u,2%,6%
O=C(NCc1cccn1Cc1ccccc1)Nc1cccc(C(F)(F)F)c1,0.2%,-15%[10.9 µM],4%,-9%
CCC(COC(=O)Nc1cccc(C)c1)NC(=O)OCC(C)C (stereo not drawn),-0.7%,-34%[inhibitor],-21%,-22%
Cc1ccc(C(=O)Nc2cnc3sc(C)nn3c2=O)cc1,6.4%,-41%[inhibitor],-5%,-10%
CCOC(=O)C(C)Oc1ccc(C2NC(=O)NC(C)=C2C(=O)Nc2ccccc2C)cc1 (stereo not drawn),-1.7%,-12%,2%,7%
Cc1ccccc1NC(=O)c1sc2nc3c(cc2c1N)CN(Cc1ccccc1)CC3,u,-7%[10.9 µM],-17%,6%
CN1CCN(c2ncnc3c2cnn3-c2cccc(Cl)c2)CC1,u,17%[10.9 µM],u,-20%
Cc1cc(C)c2c(CC(=O)Nc3cc(C(F)(F)F)ccc3Cl)coc2c1,-1.4%,-14%[10.9 µM],-17%,1%
Cc1c(C(=O)OCc2ccccc2)[nH]c2c1C(=O)CC(c1ccc(N(C)C)cc1)C2 (stereo not drawn),2.6%,-9%[10.9 µM],-6%,6%
CCCCn1c(=O)[nH]c(=O)c2c1nc(-c1ccc(C#N)cc1)n2C1CCCC1,2.9%,6%,3%,7%

# Brought forward from above: 6 compounds, then new ones.
SMILES,IkB signaling,Peg3 imprint,p53ts 39C tox,p53ts 32C tox
CCOC(=O)C(C)Oc1ccc(C2NC(=O)NC(C)=C2C(=O)Nc2ccccc2C)cc1 (stereo not drawn),-1.7%,-12%,2%,7%
Cc1ccccc1NC(=O)c1sc2nc3c(cc2c1N)CN(Cc1ccccc1)CC3,u,-7%[10.9 µM],-17%,6%
CN1CCN(c2ncnc3c2cnn3-c2cccc(Cl)c2)CC1,u,17%[10.9 µM],u,-20%
Cc1cc(C)c2c(CC(=O)Nc3cc(C(F)(F)F)ccc3Cl)coc2c1,-1.4%,-14%[10.9 µM],-17%,1%
Cc1c(C(=O)OCc2ccccc2)[nH]c2c1C(=O)CC(c1ccc(N(C)C)cc1)C2 (stereo not drawn),2.6%,-9%[10.9 µM],-6%,6%
CCCCn1c(=O)[nH]c(=O)c2c1nc(-c1ccc(C#N)cc1)n2C1CCCC1,2.9%,6%,3%,7%
Oc1ccc(CN2CCN(c3ccccc3)CC2)c2cccnc12,x,x,-2%,-3%
O=C(Cc1cccs1)Nc1nc2ccccc2s1,u,-6%,-15%,-25%
Cc1ccc2c(c1)c(=O)c(S(=O)(=O)c1ccc(C)c(C)c1)cn2CC(=O)Nc1ccccc1,1.0%,-10%[10.9 µM],-1%,19%
COC(=O)C1=C(C)OC(N)=C(C#N)C1c1c(C)nn(-c2ccccc2)c1Cl (stereo not drawn),1.9%,-6%,-14%,-5%
Cn1c(=O)c(CCc2ccccc2)nc2cnc(Oc3ccccc3)nc21,-0.1%[11.4 µM],x,5%,0%
NC(=O)CC[C@@H](N)C(=O)O,3.0%,x,8%,23%
CCn1c(-c2ccc(OC)c(OC)c2)n[nH]c1=S,-1.1%,-9%,4%,1%
CC(C)CN1CCc2nc(-c3ccccc3)c3c(c2CC1)COC(C)C3 (stereo not drawn),x,x,-4%[9.22 µM],2%[9.22 µM]
CO/N=C(/C)CCC(=O)OC[C@@H]1O[C@H](C#Cc2ccccc2)C=C[C@@H]1Oc1ccc(C)cc1,x,x,-8%[9.22 µM],0%[9.22 µM]
Cc1ccc(NS(=O)(=O)c2ccc3[nH]c4c(c3c2)CCCCC4)cc1,u,-4%[10.9 µM],u,20%
Cc1cccc(C(=O)Nc2ccc3nc(SCCOc4ccccc4)sc3c2)c1,u,-15%[10.9 µM],-3%,-14%
O=C(CCNc1cccc(Cl)c1)c1ccco1,-1.5%,-24%,-5%,-5%
CCOC(=O)c1c(C)[nH]c(CCC(=O)NCc2cccc(OC)c2)c1C,0.2%,-9%[10.9 µM],-10%,4%
CCOCCn1c(CN2CCN(c3ccc(OC)cc3)CC2)nc2c1c(=O)n(C)c(=O)n2C,0.5%,4%,9%,0%
Cc1ccc(-n2ncc3c(=O)[nH]c(SCC(=O)N4CCCCC4)nc32)cc1,3.0%,13%,7%,5%
COc1cc2c(cc1OC)C(c1cc(OC)c(OC)c(OC)c1)NCC2 (stereo not drawn),0.5%,-16%,9%,1%
CCc1ccccc1NC(=O)CC1Sc2ccc(C(F)(F)F)cc2NC1=O (stereo not drawn),0.1%,-8%[10.9 µM],1%,3%
COc1ccc(CNC(=O)CCc2nc(-c3ccc(C)cc3)no2)c(OC)c1,u,-5%[10.9 µM],12%,3%
CCOC(=O)c1sc(NC(=O)c2c(C)noc2C)c(C(=O)OCC)c1C,-4.5%,-13%,5%,5%
Cc1cccc(OCCSc2cc(C)nc(N)n2)c1,-2.3%,-23%,-1%,-9%
CCCC(c1nnnn1Cc1ccc(F)cc1)N1CCN(C2CCCCC2)CC1 (stereo not drawn),0.5%,4%,20µM*,u
Cc1cc(C)cc(-n2c(SCC(=O)Nc3ccccc3F)nc3c(oc4ccccc43)c2=O)c1,0.6%,-10%[10.9 µM],-17%,12%
O=C(CCN1C(=O)c2ccccc2C1=O)Nc1ccc(F)cc1F,4.9%,-8%,5%,0%
CC1CCCN(S(=O)(=O)c2ccc(NC(=O)CN3CCN(C)CC3)cc2)C1 (stereo not drawn),-0.5%,-5%,-18%,-2%
CCC(=O)Nc1ccc(OC)cc1OC,1.1%,-13%,13%,-2%
CN(C)c1ccc(CNC(=O)c2cc3ccccn3n2)cc1,-0.1%,-10%[10.9 µM],1%,9%
COC(=O)[C@@]1(Cc2ccc(OC)cc2)[C@H]2c3cc(C(=O)N4CCCC4)n(CCc4c[nH]c5cc(F)ccc45)c3C[C@H]2CN1C(=O)c1ccccc1,x,-10%,-11%,17%
COc1ccc(-n2cnnc2SCC(=O)N(C)C2CCS(=O)(=O)C2)cc1 (stereo not drawn),-0.3%,-11%,8%,6%
COc1ccc(-c2nc3scc(CCNS(=O)(=O)c4ccc(F)cc4F)n3n2)cc1OC,-2.7%,-5%[10.9 µM],2%,-6%
COc1cccc(CNC(=O)c2nc(Cn3nc(C)c(Br)c3C)no2)c1,2.5%,-16%[10.9 µM],-3%,17%
CCCCN1C2=NCCCN2c2cc(C)c(C)cc21,3.3%,-17%,5%,-12%
Cc1noc(C)c1COC(=O)c1ccc2c(c1)OCO2,0.4%,-14%,-14%,-4%
CC(=O)N1c2ccc(S(=O)(=O)NCC3CCC(C(=O)Nc4ccc(C)cc4)CC3)cc2CC1C (stereo not drawn),u,-20%[10.9 µM],-3%,-1%
CCOC(=O)C1CCCN(S(=O)(=O)c2ccc(Br)s2)C1 (stereo not drawn),3.5%,-20%,-1%,11%
Cc1ccc(-c2c3c(=O)n(C)c(=O)n(C)c3c3c(C)nc4ccccc4n23)cc1,1.0%,17%[10.9 µM],0%,-2%
COc1cc2cc(C#N)c(SCC(=O)N3CCOCC3)nc2cc1OC,x,x,9%,6%
CCOc1ccc(CNC(=O)CCc2cn(CC)c3ccccc23)cc1,u,-13%[10.9 µM],-14%,-1%
Cc1nnc(NCc2ccncc2)c2ccccc12,3.8%,-10%,5%,7%
CC(=O)C1(C)CC2=C(CCCC2(C)C)CC1C (stereo not drawn),0.7%,-5%,17%,-1%[1.84 µM]
Cc1cccc(CCNC(=O)C2CCC(CNS(=O)(=O)c3c(C)cc(C)cc3C)CC2)c1 (stereo not drawn),u,-12%[10.9 µM],5%,-9%
Cc1cc(CN2CCOCC2)c(O)c(C2(C)CCCCC2)c1,1.2%,-1%,0%,-1%
O=c1c2c([nH]c3ccccc13)CCCCCC2,1.0%,2%,9%,-4%
COc1cc(OC)c(C2C(C#N)=C(N)OC3=C2C(=O)CC(C)(C)C3)cc1OC (stereo not drawn),0.2%,-9%,-3%,19%
Cc1ccc(-c2nn(-c3ccccc3)cc2CO)o1,x,x,0%,-6%
Cc1cccc(Cn2cnc3c(cnn3-c3ccc(Cl)cc3)c2=O)c1,-1.7%,8%[10.9 µM],-8%,-13%
O=C(Nc1nc(-c2nc3ccccc3s2)cs1)C1CC1,-3.8%,-29%,u,u
O=C(N1CCN(c2ccc(F)cc2)CC1)C12CC3CC(CC(C3)C1)C2,x,x,-6%,0%
COc1ccc(Nc2nc3ccccc3nc2C)cc1,-2.7%,-13%,-13%,0%
O=C(c1cccc(Br)c1)N1CCN(C(=O)N2CCOCC2)CC1,x,x,0%,0%
Cc1nc(NCCN2CCOCC2)c2nnn(Cc3ccccc3Cl)c2n1,-0.6%,-2%,-2%,-1%
# Next part
SMILES,IkB signaling,Peg3 imprint,p53ts 39C tox,p53ts 32C tox
CCSc1nnc(NC(=O)c2nc(-c3ccccc3)n(-c3ccccc3)n2)s1,0.8%,-9%,-14%,20%
CCN(CC)C(=O)C1CCC(C)(C(=O)O)C1(C)C (stereo not drawn),-0.1%,-6%,2%,6%
COc1ccccc1CNC(=O)CCNC(=O)Cn1cnc2ccccc2c1=O,0.2%,1%,2%,6%
O=C1C(c2ccc(F)cc2)N(Cc2ccccc2Cl)C(=O)CN1C1CCCCC1 (stereo not drawn),u,-12%[10.9 µM],-3%,4%
CS(=O)(=O)Nc1ccccc1C(=O)Nc1cccc(Cl)c1,u,-18%,19%,7%
CC(=O)N(c1ccc(Cl)cc1)c1c[nH]c2ccccc12,4.9%,-9%,10%,4%
CCCCCCn1c(CN2CCCC(C)C2)nc2c1c(=O)n(C)c(=O)n2C (stereo not drawn),-0.7%,-20%,1%,3%
CC(=O)OCC1OC(c2cc(C)cc(C)c2)C=CC1OC(C)=O (stereo not drawn),x,x,-1%[9.22 µM],4%[9.22 µM]
CCOc1ccccc1N1CCN(C(=O)CCCc2nc3ccccc3s2)CC1,x,x,-3%,7%
Cc1cc(C)cc(-n2ccnc2SCC(=O)Nc2ccc(C)cc2C)c1,u,-9%[10.9 µM],-2%,23%
COc1cccc(NC(=O)N(Cc2cc3cc(C)cc(C)c3[nH]c2=O)CC2COCCO2)c1 (stereo not drawn),0.6%,-17%,-15%,25%
O=C(NCc1ccccc1Cl)c1ccc(NC(=O)N2CCSc3ccccc32)cc1,u,-6%[10.9 µM],-8%,-2%
CCC(=O)Nc1c(C)cc(C)cc1Cl,-1.0%,-2%,1%,4%
COCCNC(=O)C(c1ccccc1C)N(C(=O)Cn1nnc2ccccc21)c1cccnc1 (stereo not drawn),x,x,11%,-3%
CCN(CC)c1ccc(-c2nn3c(-c4n[nH]c5c4CCC5)nnc3s2)cc1,u,-24%,u,u
CCOc1ccccc1CNC(=O)c1ccc(NC(=O)N2CC(C)Sc3ccccc32)cc1 (stereo not drawn),u,-17%[10.9 µM],-26%,5%
COc1ccccc1-c1cc(C(=O)Nc2sc3c(c2C#N)CCCC3)no1,u,10%[10.9 µM],9%,6%
c1ccc(-n2nnnc2N2CCOCC2)cc1,-0.3%,2%,0%,9%
Cc1cc(C)c2c(n1)nn1c(N3CCN(Cc4ccccc4)CC3)cc(C)nc21,-0.4%,17%,-9%,-2%
COc1ccc(C(c2c(C)n(C)n(-c3ccccc3)c2=O)c2c(C)n(C)n(-c3ccccc3)c2=O)cc1O,1.4%,-13%[10.9 µM],16%,3%
Cc1ccccc1N=C1NC(=O)CS1,0.8%,-2%,-10%,-4%
CCOc1cc(/C=C(\C#N)C(=O)Nc2ccc(C)cc2)ccc1OCc1cc(=O)n2nc(CC)sc2n1,-0.4%,-9%[10.9 µM],-15%,5%
CCOC(=O)c1nnc(-c2ccccc2)o1,12%,x,-2%,-8%
COc1ccc(NC(=O)C2CCN(S(=O)(=O)c3cc(-c4noc(C)n4)ccc3C)CC2)cc1,-0.8%,-17%[10.9 µM],-13%,3%
CC1Cc2cc(/C(O)=C3/C(=O)C(=O)N(CC4CCCO4)C3c3ccco3)ccc2O1 (stereo not drawn),-2.2%,-15%,2%,6%
CC(=O)N1CCc2cc(S(=O)(=O)NCCC(=O)N3CCN(Cc4ccccc4)CC3)ccc21,0.7%,-12%,-15%,-2%
COc1cccc(C(=O)/C=C/Nc2cc(C)ccc2O)c1,u,-37%[inhibitor],u,u
